# SUMO1-SIM PPI = modulators of SUMO1 protein-protein interactions, primary screen, biochemical, uHTS. Small ubiquitin-related modifier 1 (Homo sapiens), P63165. SUMO1 binding to a labelled peptide, TR-FRET, 1 h. inhibition, % at 20 µM. 0.33% of 360,000 active; in the data active means inhibition above about 37%
# Target sequence (P63165 whole entry, looked up): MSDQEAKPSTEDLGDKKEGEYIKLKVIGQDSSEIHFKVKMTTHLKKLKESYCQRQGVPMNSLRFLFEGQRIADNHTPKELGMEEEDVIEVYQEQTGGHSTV
# MLLE-PAM2 inh = inhibitors of PABP1 MLLE–PAM2 peptide binding, primary screen, biochemical, fluorescence polarization, FITC-PAM2, GST-MLLE; Polyadenylate-binding protein 1 (Homo sapiens), P11940; inhibition, % at 20 µM; 0.36% of 360,000 active; AID 588489, 2011; in the data active means inhibition above about 35%, passing the limit was not always enough;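 further: plate controls were DMSO wells with GST-MLLE for no effect and wells lacking GST-MLLE protein for full effect; some results filed as inactive read as strong as hits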
# Target sequence (P11940 whole entry, looked up): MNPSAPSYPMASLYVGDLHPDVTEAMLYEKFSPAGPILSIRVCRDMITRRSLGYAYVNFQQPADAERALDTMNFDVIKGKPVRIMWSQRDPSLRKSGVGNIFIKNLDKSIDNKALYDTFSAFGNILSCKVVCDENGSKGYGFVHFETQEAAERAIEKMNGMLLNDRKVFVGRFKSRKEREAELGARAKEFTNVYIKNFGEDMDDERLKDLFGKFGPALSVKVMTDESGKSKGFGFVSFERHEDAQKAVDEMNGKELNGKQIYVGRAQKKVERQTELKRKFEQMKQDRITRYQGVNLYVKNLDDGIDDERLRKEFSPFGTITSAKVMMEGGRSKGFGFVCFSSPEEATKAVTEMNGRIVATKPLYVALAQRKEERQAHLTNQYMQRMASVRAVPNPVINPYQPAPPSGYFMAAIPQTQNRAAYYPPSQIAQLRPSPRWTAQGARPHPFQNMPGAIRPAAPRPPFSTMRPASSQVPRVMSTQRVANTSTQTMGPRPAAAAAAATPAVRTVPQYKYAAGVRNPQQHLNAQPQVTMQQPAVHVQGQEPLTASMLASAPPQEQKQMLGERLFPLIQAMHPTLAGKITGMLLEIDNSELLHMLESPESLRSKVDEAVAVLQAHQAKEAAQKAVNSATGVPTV
# CSN deneddyl inh = inhibitors of CSN-mediated cullin deneddylation, primary screen, biochemical, fluorescence polarization, uHTS | COP9 signalosome complex subunit 5 (Homo sapiens), Q92905 | Purified CSN, SCF-Nedd8-OG deneddylation | inhibition, % at 12.5 µM | 0.38% of 360,000 active | AID 651999, 2013;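 active means pattern-corrected inhibition above about 35%, with an unprinted fluorescence ratio check between 0.5 and 1.5, limit read from the data, passing the limit was not always enough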;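 further: 0% = enzyme with substrate and 100% = substrate without enzyme; some results filed as inactive read as strong as hits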
#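 test system = HEK293T-derived human Csn5 enzyme | amount = 0.24 nM Csn5 enzyme, final concentration | medium = Tris/NaCl/DTT buffer, pH 7.5 | schedule = 90 min reaction at room temperature | signal = FP | evaluation = inhibition of Csn5 cleavage, % | compound dosing = single dose of 12.5 µM compound with 0.25% DMSO | probe or stimulus = 10 nM SCFSkp2-Nedd8OG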
# NadD inh = inhibitors of S. aureus NadD, primary screen, biochemical, colorimetric, uHTS. purified NadD enzyme, colorimetric absorbance read-out. 0.78% of 360,000 active. Nicotinate-nucleotide adenylyltransferase NadD (Staphylococcus aureus N315). AID 602399, 2012. inhibition, % at 20 µM; in the data active means inhibition above about 26%; further: some compounds past the cut are filed as inactive
# STEP inh = STEP phosphatase inhibitors, primary screen, biochemical, fluorescence intensity, uHTS; recombinant STEP, OMFP fluorogenic substrate; AID 588621, 2011; 0.25% of 360,000 active; inhibition, % at 20 µM; Tyrosine-protein phosphatase non-receptor type 5 (Homo sapiens), P54829;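 active means inhibition at 20 µM, scaled per plate between control wells, above about 37%, limit read from the data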;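 further: 0% = DMSO with enzyme and substrate and 100% = substrate only without enzyme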
#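 System: isolated STEP enzyme; schedule: 20 min enzyme reaction at room temperature, protected from light; medium: Bis-Tris buffer pH 6.0, 2.5 mM DTT, 0.005% Tween 20; signal: fluorescence, 480/540 nm; dosing: single compound dose of 20 µM, 1% DMSO final; also added: OMFP substrate, 25 µM final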
# LMPTP inh = LMPTP phosphatase inhibitors, primary screen, biochemical, fluorescence intensity, uHTS; Low molecular weight phosphotyrosine protein phosphatase (Homo sapiens), P24666; recombinant LMPTP-A, OMFP fluorogenic substrate; inhibition, % at 20 µM; 0.22% of 360,000 active; AID 651560, 2012;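 active means compounds that cut the enzyme signal by at least half of the control window in the single-dose screen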;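 further: plate controls were DMSO wells with enzyme plus substrate for no effect and substrate without enzyme for full effect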
#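 Material: LMPTP-A; amount: 0.625 nM enzyme; doses: single 20 µM dose; times: reaction 50 min, room temperature, dark; technique: fluorescence intensity of OMFP turnover product; benchmarks: no-enzyme and uninhibited controls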
# Scp-1 inhibitor = Scp-1 phosphatase inhibitors, primary screen, biochemical, colorimetric, uHTS; Carboxy-terminal domain RNA polymerase II polypeptide A small phosphatase 1 (Homo …; Recombinant Scp1, phosphopeptide, malachite green phosphate absorbance; inhibition, % at 20 µM; 0.88% of 340,000 active; AID 493091, 2011;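 active means inhibition above about 50% at 20 µM, limit read from the data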;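 further: plate controls were DMSO wells with enzyme for no effect and wells lacking enzyme for full effect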
#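 Material: truncated SCP-1 phosphatase (76-261aa) / Buffer or medium: 50 mM Tris acetate pH 5.5, 0.005% Tween-20, 10 mM MgCl2 / Compound dosing: one concentration, 20 µM, with 1.0% DMSO / Incubation: 45 min room-temperature reaction, 5 min colour, 30 min stabiliser / Detection: colorimetric free-phosphate detection, absorbance 630 nm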
# DNMT1 block = human DNMT1 methyltransferase inhibitors, primary screen, biochemical, molecular beacon, fluorescence, HinP1I cleavage, uHTS; DNA (cytosine-5)-methyltransferase 1 (Homo sapiens), P26358; inhibition (reported as % activation of signal), % at 10 µM; 0.83% of 360,000 active; AID 588458, 2011; in the data active means inhibition above about 50%
# Rpn11 inh = Rpn11 (PSMD14) deubiquitinase inhibitors, primary screen, biochemical, fluorescence polarization, uHTS; 0.59% of 360,000 active; 26S proteasome non-ATPase regulatory subunit 14 (Homo sapiens), O00487; human 26S proteasome, Ub4-pepOG fluorescence polarization; 20S core pre-blocked with epoxomicin; calls only at 20 µM;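 active means inhibition at 20 µM, scaled to each plate's controls, above about 33%, limit read from the data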
# Target sequence (O00487 whole entry, looked up): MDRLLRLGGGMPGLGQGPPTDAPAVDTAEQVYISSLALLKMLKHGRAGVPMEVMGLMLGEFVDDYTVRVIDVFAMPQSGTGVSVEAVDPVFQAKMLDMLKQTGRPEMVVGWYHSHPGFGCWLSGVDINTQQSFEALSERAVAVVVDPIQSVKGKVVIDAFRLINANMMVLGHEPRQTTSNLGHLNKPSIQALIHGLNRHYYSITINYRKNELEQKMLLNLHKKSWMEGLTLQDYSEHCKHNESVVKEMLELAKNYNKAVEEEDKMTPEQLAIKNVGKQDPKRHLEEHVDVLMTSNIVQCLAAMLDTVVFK
# TbMetRS inhib = T. brucei MetRS inhibitors, primary screen, biochemical, luminescence; inhibition, % at 11.9 µM; 0.4% of 360,000 active; purified T. brucei MetRS, ATP depletion, Kinase-Glo luminescence; AID 624268, 2012; methionyl-tRNA synthetase (Trypanosoma brucei brucei);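 active means inhibition above a per-plate cutoff of the control wells' mean inhibition plus 3 SD, cut at about 5.5% in these data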;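 further: 0% = DMSO wells median and 100% = median of wells with control inhibitor compound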
#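 Test system: purified T. brucei MetRS enzyme. Also added: ATP, methionine and E. coli bulk tRNA substrates. Compound: 11.9 µM single point. Schedule: 15 min enzyme-compound preincubation, 2 h reaction, 10 min detection, 25 °C. Signal: luciferase luminescence of residual ATP, Kinase-Glo. Evaluation: percent inhibition versus plate control medians. Controls: DMSO wells, low control.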
# * hit, by the source's call; i = inactive; . = no result given. Only part of the results is shown; rates above refer to the full screens.
SMILES,SUMO1-SIM PPI,MLLE-PAM2 inh,CSN deneddyl inh,NadD inh,STEP inh,LMPTP inh,Scp-1 inhibitor,DNMT1 block,Rpn11 inh,TbMetRS inhib
CCOC(=O)c1c(/N=C/c2c(O)n(-c3cccc(C)c3)c(=O)[nH]c2=O)sc2c1CCCC2,-1,-38,0,19,8,1.7,-8,48,i,-0.1
Nc1nnc(CCN2CCCCC2)s1,-3,-8,1,-3,-3,-2.2,3,-2,i,-0.8
CC1CCCC(NC(=O)COC(=O)c2cn(C)c3ccccc23)C1C (stereo not given),5,-6,2,0,2,-0.4,-12,0,i,-0.3
Cc1cc(/C=C2\C(=O)NC(=O)N(c3ccc(Br)cc3)C2=O)c(C)n1-c1cc(C(=O)O)cc(C(=O)O)c1,28,-8,26,-1,6,5.0,60*,83*,i,0.6
O=C1CC=C2C3CC4N(CCC45c4cc(O)c(O)cc4N1C25)CC3=CCBr (stereo not given),111*,-31,107,92*,84*,77*,12,91*,i,-0.2
O=P(O)(O)COc1ccccc1O,4,-3,-2,-2,4,-0.9,0,1,i,-0.6
Cc1ccc(N)c(N)c1,3,7,3,7,6,0.4,-9,-4,i,1.7
CCCN1CCO[C@@H]2c3cc(O)ccc3OC[C@H]21,4,-4,-4,1,-3,-1.8,1,1,i,-0.9
O=C1CC(=O)N(c2ccc3c(c2)OCO3)C(=O)N1,-1,-34,6,5,0,0.2,-5,-2,i,-0.4
CCc1nnc(NS(=O)(=O)c2ccc(N=Cc3c(O)n(-c4ccc(Cl)cc4)c(=O)[nH]c3=O)cc2)s1,1,-20,8,0,-3,-1.9,-6,0,i,0.2
Cc1ccnc(NC(=O)CCCc2ccc(N(CCCl)CCCl)cc2)n1,-36,1,84*,1,-5,32,0,-108,i,-0.4
Cc1cc(/C=C2\C(=O)NC(=S)N(C)C2=O)c(C)n1C1CCCCC1,-2,5,-9,1,-3,0.8,-10,5,i,-0.7
Cc1c(N=Cc2c(O)n(C)c(=O)[nH]c2=O)c(=O)n(-c2ccccc2)n1C,-3,-1,15,-4,2,-0.8,5,0,i,0.4
O=C1NC(=O)C(Cc2ccccc2)C(=O)N1,5,8,-3,3,2,1.4,1,-8,i,0.1
O=C(CN1CCN(C(=O)COc2cccc(F)c2)CC1)Nc1ccc(Cl)c(C(F)(F)F)c1,-2,-27,-3,0,0,0.9,-5,3,i,-0.2
CN=C(SCc1ccccc1)c1c(O)n(C)c(=O)n(C)c1=O,-5,15,5,-2,-1,-0.2,3,0,i,-0.1
O=C(COC(=O)Cc1ccccc1)Nc1cccnc1Cl,2,-6,-7,-5,0,-1.2,-7,-2,i,-0.5
O=C1C2CCCC1C(N1CCCC1)CC2 (stereo not given),1,-2,4,-8,1,-0.5,4,1,i,-1.2
CC1=C(C(=O)O)N2C(=O)C(NC(=O)CCCC(=O)O)C2SC1 (stereo not given),-5,-3,-6,0,-3,-0.8,-4,1,i,2.1
OCCOCCO,15,10,-1,-4,-1,-0.9,12,1,i,-1.9

# Some of these compounds in order of formula weight, highest first:
SMILES,SUMO1-SIM PPI,MLLE-PAM2 inh,CSN deneddyl inh,NadD inh,STEP inh,LMPTP inh,Scp-1 inhibitor,DNMT1 block,Rpn11 inh,TbMetRS inhib
CC1CCCC(NC(=O)COC(=O)c2cn(C)c3ccccc23)C1C (stereo not given),5,-6,2,0,2,-0.4,-12,0,i,-0.3
CC1=C(C(=O)O)N2C(=O)C(NC(=O)CCCC(=O)O)C2SC1 (stereo not given),-5,-3,-6,0,-3,-0.8,-4,1,i,2.1
Nc1nnc(CCN2CCCCC2)s1,-3,-8,1,-3,-3,-2.2,3,-2,i,-0.8

# The results go on.
SMILES,SUMO1-SIM PPI,MLLE-PAM2 inh,CSN deneddyl inh,NadD inh,STEP inh,LMPTP inh,Scp-1 inhibitor,DNMT1 block,Rpn11 inh,TbMetRS inhib
CCc1ccc(N2C(=O)NC(=O)C(Cc3ccc(OC)cc3OC)C2=O)cc1 (stereo not given),2,-2,-2,-1,-2,-0.2,-6,-7,i,-0.6
Cn1c(O)c(C=NCc2ccco2)c(=O)n(C)c1=O,1,2,5,4,3,-0.7,-1,3,i,-0.6
C=CCn1c(O)c(C=NCCN(C)C)c(=O)[nH]c1=O,-1,-43,9,-4,-8,-4.5,6,2,i,-1.4
Cc1ccc(S(=O)(=O)N2Cc3cnnn3-c3ccccc3C2C#N)cc1 (stereo not given),1,3,-4,8,3,-1.5,-12,3,i,-0.8
CC(=O)c1cc(C#N)c(N2CCN(C)CC2)nc1C,2,-4,-4,-2,-3,-0.4,1,-3,i,-0.5
CN(C)P(=O)(N(C)C)N1CC1,-3,3,-2,-1,-1,-4.5,-10,5,i,0.0
N=Cc1c(O)n(-c2ccccc2)c(=O)n(-c2ccccc2)c1=O,1,-9,2,-7,-1,-1.3,-4,1,i,-1.2
c1ccc(C(CN2CCCCC2)c2ccccc2)cc1,0,-12,-4,-3,2,-0.8,-15,4,i,-0.2
CCC(=NCCCN(C)C)c1c(O)n(-c2ccc(OC)cc2)c(=O)[nH]c1=O,4,3,-6,-5,1,-8.9,-7,0,i,0.4
COC(=O)N1Cc2ccccc2-n2nncc2C1,2,11,8,-6,2,-1.3,.,3,i,-0.3
COc1ccc(CC2(CCc3ccncc3)C(=O)NC(=O)NC2=O)cc1OC,-1,10,6,0,-2,-1.5,4,2,i,-0.8
COc1ccccc1Cn1c(SCC#N)nc2cc(C(=O)N3CCC4(CC3)OCCO4)ccc2c1=O,2,-10,-2,-1,-3,-0.1,14,2,i,0.3
C#C[C@]1(O)CC[C@H]2[C@@H]3[C@H](O)C[C@H]4C[C@@H](O)CC[C@]4(C)[C@H]3CC[C@@]21C,2,3,3,2,0,0.4,.,-1,i,-0.5
CN(C(=O)Oc1ccc(C(C)(C)C)cc1)c1ccccc1,0,-2,5,-1,1,0.0,-9,9,i,-0.4
COc1ccc(C2SCC(=O)Nc3c2c(C)nn3C2CCOC(C)(C)C2)cc1 (stereo not given),-3,28,5,0,-2,-1.3,-3,1,i,-1.2
CCC(=NCc1ccco1)c1c(O)n(C2CCCCC2)c(=O)[nH]c1=O,0,10,10,-5,-2,-0.4,-12,-3,i,-0.7
CCN(CC)CCNC(=O)c1c(O)c2ccccc2n(Cc2ccccc2)c1=O,4,-5,-1,-4,4,-9.2,1,3,i,-0.7
O=C1CC(c2ccccc2)CN1 (stereo not given),3,12,15,-6,2,-1.5,-3,3,i,0.0
Cc1ccc(C2C(S(C)(=O)=O)=C(O)C(=O)N2c2ccccc2)cc1 (stereo not given) (tested in a mixture with another compound),-1,-14,5,0,4,3.1,8,2,i,-0.6
Cc1nc2ccccc2c(=O)n1-c1ccccn1,-5,-3,-4,-6,-3,-2.8,-10,3,i,-0.8

# The closing four records of the part above lead into the next.
SMILES,SUMO1-SIM PPI,MLLE-PAM2 inh,CSN deneddyl inh,NadD inh,STEP inh,LMPTP inh,Scp-1 inhibitor,DNMT1 block,Rpn11 inh,TbMetRS inhib
CCN(CC)CCNC(=O)c1c(O)c2ccccc2n(Cc2ccccc2)c1=O,4,-5,-1,-4,4,-9.2,1,3,i,-0.7
O=C1CC(c2ccccc2)CN1 (stereo not given),3,12,15,-6,2,-1.5,-3,3,i,0.0
Cc1ccc(C2C(S(C)(=O)=O)=C(O)C(=O)N2c2ccccc2)cc1 (stereo not given) (tested in a mixture with another compound),-1,-14,5,0,4,3.1,8,2,i,-0.6
Cc1nc2ccccc2c(=O)n1-c1ccccn1,-5,-3,-4,-6,-3,-2.8,-10,3,i,-0.8
c1cc2c(cc1NC1=NCCO1)CCCC2,-4,-7,-3,-4,4,-1.8,-8,-6,i,-0.5
C[C@]12CC[C@@H](O)CC1=CCC1C2CC[C@@]2(C)C1CC[C@@H]2N (stereo not given in full),-2,-6,0,-1,-4,-2.3,-5,81*,i,-0.3
CCOC(=O)c1c(C)[nH]c(C(=O)C(Cc2ccccc2)N(C)C)c1C (stereo not given),-1,7,3,-3,-4,0.1,9,3,i,-1.0
O=P(OCC(F)(F)C(F)F)(N1CCOCC1)N1CCOCC1,-3,6,1,2,-1,-1.5,-7,5,i,-0.8
Cc1cccc(CNCCc2ccccc2)n1,0,7,4,-7,-3,-1.3,-8,6,i,0.0
CN(C(=O)Oc1ccc(C(=O)c2ccc(Cl)cc2)cc1)c1ccccc1,0,-3,2,-2,2,3.2,-12,0,i,-0.2
Cc1cc(OCC(=O)N2CCC(C(=O)O)(c3ccccc3)CC2)c2c(C)cc(=O)oc2c1,4,-3,5,1,1,-2.0,15,5,i,0.0
COC(=O)CSC1=NN1c1cc(C)nc(N)n1,8,-80,1,2,0,-2.0,7,6,i,-0.9
CN1C(=O)NC(=O)C2(Cc3ccccc3N3CCOCC32)C1=O (stereo not given),3,-6,-1,-6,-2,-2.3,-5,-3,i,-1.0
O=C(c1cc2nc(-c3ccccc3)cc(-c3ccccc3)n2n1)N1CCC2(CC1)OCCO2,-20,-5,8,-7,0,2.6,4,-3,i,-0.9

# Source: PubChem (several laboratories)
